FLuc stim CS – FLuc activators, initial screening, artefact control for FLuc-dependent activation tests, biochemical, ATPlite luminescence; Luciferin 4-monooxygenase (Photinus pyralis), P08659; ATPlite luciferase biochemical, 10 min; 0 = ATP-free wells, 1 = DMSO control; activation factor at 10 µM; 200,000 tested, under 10 active; AID 1027, 2008;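 active = luciferase activation factor, scaled between plate controls, of at least 2 with compound at 10 µM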
Target sequence (P08659 whole entry, looked up): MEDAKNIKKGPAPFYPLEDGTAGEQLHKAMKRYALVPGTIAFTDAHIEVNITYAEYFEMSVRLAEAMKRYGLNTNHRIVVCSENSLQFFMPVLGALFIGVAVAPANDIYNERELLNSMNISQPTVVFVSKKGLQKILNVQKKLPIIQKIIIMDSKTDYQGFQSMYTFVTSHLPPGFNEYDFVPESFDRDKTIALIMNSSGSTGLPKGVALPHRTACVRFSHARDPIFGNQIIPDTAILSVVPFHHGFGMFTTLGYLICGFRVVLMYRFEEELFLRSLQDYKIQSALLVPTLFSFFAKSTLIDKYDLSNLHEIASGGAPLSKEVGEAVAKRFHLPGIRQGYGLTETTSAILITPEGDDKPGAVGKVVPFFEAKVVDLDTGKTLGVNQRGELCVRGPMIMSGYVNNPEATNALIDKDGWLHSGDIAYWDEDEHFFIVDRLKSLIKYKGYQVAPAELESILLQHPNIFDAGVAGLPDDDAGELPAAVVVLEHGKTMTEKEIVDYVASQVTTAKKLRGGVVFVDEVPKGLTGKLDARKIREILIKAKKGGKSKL
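System: luciferase plus luciferin reagent, cell-free; medium: PBS as buffer for the ATP substrate; dosing: test compounds dosed from 2 mM stocks in 100% DMSO; timing: 10 min post-reagent at room temperature; measured by: luminescence measurement of luciferase light output; evaluation: luciferase activation, seen as luminescence increase over controls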
NF-kB neuron act – activators of NF-kB expression in neurons, primary screen, cell-based, HTS | AID 1239, 2008 | actives 1.6% (n = 190,000) | human neuronal cells, NF-kB reporter expression; active compounds read high | fold change at 12.5 µM; in the data active = fold change above about 3.3
Diaphorase inh – diaphorase inhibitors and chemical oxidizers, primary screen, counter-screen for diaphorase-coupled primary assays, biochemical, uHTS, resorufin fluorescence; actives 0.69% (n = 190,000); inhibition, % at 20 µM; diaphorase resazurin-to-resorufin fluorescence, NADH, 16 min; bacterial (C. kluyveri) enzyme, not human;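 active = primary screen inhibition at 20 µM above a set limit, cut at about 50% in these data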;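 also: plate controls were DMSO with full reaction for no effect and wells lacking NADH for full effect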
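Assay system – diaphorase enzyme from Clostridium kluyveri · Amount – diaphorase 0.14 U/mL (working solution) · Times – reaction incubation of 16 min at room temperature · Controls – No-NADH positive control and DMSO neutral control · Signal – resorufin fluorescence 544/590 nm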
APP 5'UTR act – activators of APP 5'UTR luciferase reporter, primary screen, SH-SY5Y cells. SH-SY5Y APP 5'UTR luciferase reporter, luminescence; zero percent = DMSO vehicle wells. activation, % at 2 µM. actives 1% (n = 190,000);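 active = activation above a set limit, based on mean plus 3 SD of controls, cut at about 140% in these data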; also: values of inactives mirror those of a sister screen read the other way
APP transl inh – inhibitors of APP translation via 5'UTR reporter, primary screen, APP 5'UTR luciferase, SH-SY5Y cells. AID 1285, 2008. inhibition, % at 2 µM. actives 0.82% (n = 190,000). SH-SY5Y APP 5'UTR-luciferase reporter, luminescence;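 active = inhibition above a set limit, derived from the sample mean plus 3 SD, cut at about 45% in these data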; also: values of inactives mirror those of a sister screen read the other way
TLR4 MyD88 comp – inhibitors of TLR4-MyD88 association in cells, primary screen, cell-based, HeLa CL3-4, BLA complementation, FRET ratio | HeLa CL3-4 TLR4/MyD88 BLA complementation | inhibition, % at 8.4 µM | actives 0.18% (n = 200,000) | AID 861, 2007; in the data active = inhibition above about 25%;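 also: 0% = vehicle and 100% = reference inhibitor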
Diaph act CS – compounds boosting diaphorase resazurin reduction – biochemical, uHTS, resorufin fluorescence, counter-screen for diaphorase-coupled primary assays, primary screen; activation factor at 20 µM; Diaphorase/resazurin coupled assay, 16 min; active compounds read high; 1 = vehicle wells, 0 = NADH-free wells; actives 0.005% (n = 190,000);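 active = diaphorase activity raised at least twofold by the compound at 20 µM; inactive = activation factor below 2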
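Assay system: Purified diaphorase enzyme from Clostridium kluyveri | Amount: Enzyme 0.07 U/mL final | Dosing: Compound 20 µM once, DMSO 1% | Timing: 16 min reaction at room temperature | Detection: Fluorescence, excitation 544 nm and emission 590 nm | Evaluation: Higher resorufin formation from activation or reduction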
STAT1 activator – STAT1 signaling activators, primary screen, cell-based, HTS, luciferase reporter; NIH 3T3 STAT1-luciferase reporter, IFN-gamma, luminescence; 100% = IFN-gamma alone, no compound; activation (% of control), % at 5.5 µM; actives 2.6% (n = 200,000); AID 932, 2007;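 active = activation above the screen-wide mean activation plus 3 SD, cut at about 130% in these data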;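 also: raw ratio to IFN-gamma control signal so 100% means no change and 0% no light; values of inactives mirror those of a sister screen read the other way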
G6PDH counter – L. mesenteroides G6PDH inhibitors, counter-screen for G6PDH-coupled screening assays, biochemical, Leuconostoc mesenteroides enzyme; inhibition, % at 5 µM; glucose-6-phosphate dehydrogenase [Leuconostoc mesenteroides]; Purified L. mesenteroides G6PDH, diaphorase/resazurin coupled fluorescence, 45 min; actives 0.12% (n = 200,000); AID 1020, 2008; in the data active = inhibition above about 50%
FLuc inhib CS – firefly luciferase enzyme inhibitors, primary screen, artefact control for luciferase-based inhibitor screens, biochemical, luminescence, ATPLite; Luciferin 4-monooxygenase (Photinus pyralis), P08659; 10 min; inhibition, % at 10 µM; actives 1.5% (n = 200,000); AID 1006, 2008;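 active = inhibition above about 50% when tested at 10 µM, limit read from the data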
An asterisk follows results filed as active; x = no result given.

SMILES	FLuc stim CS	NF-kB neuron act	Diaphorase inh	APP 5'UTR act	APP transl inh	TLR4 MyD88 comp	Diaph act CS	STAT1 activator	G6PDH counter	FLuc inhib CS
Cc1onc(-c2ccccc2)c1C(=O)N1CCCN(C(=O)c2c(-c3ccccc3)noc2C)CC1	1	0.79	7	5	-5	1	0.9	96	-2	-2
CC(=O)c1ccccc1OCC(O)CN1CCN(C(c2ccccc2)c2ccccc2)CC1 (centres undefined)	1	0.95	7	-4	4	2	0.9	99	23	3
CCOC(=O)C1CCCN(c2c(N3CCOCC3)c(=O)c2=O)C1 (centres undefined)	1.1	1.1	6	-7	7	-11	0.9	105	-2	-6
CCCc1[nH]nc2c1C1(CCOC1C)C(C#N)=C(N)O2 (centres undefined)	1	1.5	-1	-12	12	4	1	101	1	2
CCOc1ccc(-n2c(SCC(=O)Nc3ccc(OC)cc3)nc3c(c2=O)SCC3)cc1	1.1	0.94	22	2	-2	4	0.8	95	-3	-10
O=C(NCc1cccs1)C(=O)NCC(c1ccco1)N1CCN(c2ccccc2)CC1 (centres undefined)	1.1	0.92	26	11	-11	4	0.7	90	2	-8
O=S(=O)(c1ccc2c(c1)OCCO2)N1CCC(n2nnc3cc(F)ccc32)CC1	1.1	0.92	7	-3	3	12	0.9	97	4	-6
CCn1c(NC2CCCCC2)nc2ccccc21	1	1	12	-9	9	0	0.9	98	3	-3
CCOc1ccccc1NC(=O)C1CCN(C(=O)c2cccs2)CC1	1.1	1.1	0	2	-2	-2	1	97	7	-10
C=CCNS(=O)(=O)CC12CCC(CC1=O)C2(C)C (centres undefined)	1.1	1.4	13	-9	9	8	0.9	111	1	-7
Cc1cc(Cl)ccc1N=C1N=C(N)c2ccccc21	1	1.2	14	11	-11	-10	0.9	94	-1	-4
CC(C)CC1(C)N=C(c2ccccc2)C(=S)N1 (centres undefined)	1	1.3	-2	23	-23	1	1	97	12	2
Cc1nnc(SCc2ccc(Cl)c(Cl)c2)s1	1	x	26	5	-5	-14	0.7	112	16	-3
Cc1cc(C)n(-c2ccc3nncn3n2)n1	1	1.6	-3	-6	6	-4	1	102	9	-1
CC1CC(C)CN(CCCNC(=O)CC2Oc3ccccc3NC2=O)C1 (centres undefined)	1.1	1.4	5	17	-17	11	0.9	108	1	-11
c1coc(-c2nnc(NC3=NCCC3)o2)c1	0.9	2.2	11	55	-55	4	0.9	129*	-2	10
Cn1c(C2=C(O)CN(c3ccccc3)C2=N)nc2ccccc21	1	1.2	2	-12	12	-7	1	110	1	-2
O=C1NC2(CCc3ccccc32)C(=O)N1CCOc1ccc(Cl)cc1 (centres undefined)	1.1	0.97	15	4	-4	-13	0.8	96	-4	-6
COc1cc(/C=C/C(=O)Nc2nc3ccc(S(=O)(=O)NC(C)C)cc3s2)cc(OC)c1OC	1.1	1.1	32	4	-4	9	0.7	89	1	-6
Cc1cc(-c2csc(NC(=O)c3ccccc3C(F)(F)F)n2)c(C)n1Cc1ccccc1	1.1	0.79	20	14	-14	-5	0.8	90	16	-7
CC(=O)c1ccc(NC(=O)N2CCCC(C(=O)c3ccc4c(c3)OCO4)C2)cc1 (centres undefined)	1	2	0	7	-7	-21	1	98	0	0
CC(=O)Nc1cccc(-c2nnc(-c3ccccc3)o2)c1	0.9	2.2	8	82	-82	-1	0.9	130*	4	12
Cc1ccccc1C(=O)NNC(=O)Nc1ccccc1	1.1	0.9	6	-1	1	-12	0.9	100	2	-5
O=C(COC(=O)CNS(=O)(=O)c1ccccc1)NC12CC3CC(CC(C3)C1)C2	1.1	1.3	13	0	0	0	0.9	98	2	-5
O=C(NC1CCCc2c1cnn2-c1ccc(F)cc1F)c1ccccn1 (centres undefined)	1.1	1	x	11	-11	8	x	94	9	-8
COc1ccc(-c2noc(C(=O)NCc3ccccc3Cl)n2)cc1OC	1	1.1	-3	12	-12	6	1	105	2	-4
Cc1ccc(C(=O)NCc2nnc(SCC(=O)NC(C)c3ccccc3)n2C)cc1 (centres undefined)	1	1.1	8	-8	8	-10	0.9	107	3	2
COc1ccc(C(=O)O)cc1S(=O)(=O)Nc1cccc(C(F)(F)F)c1	1.1	1.1	21	-9	10	-9	0.8	101	7	-11
Cc1oc2c(c1C(=O)NCc1cccnc1)C(=O)c1ccccc1C2=O	1.1	0.15	0	-95	95*	-38	1	18	59*	-6
O=C(NCc1cccnc1)C1CCN(S(=O)(=O)N2CCOCC2)CC1	1	0.82	5	0	0	-7	0.9	103	8	-2
O=C(Nc1ncc2c(n1)-c1ccccc1OC2)c1ccc(Cl)cc1Cl	1.1	1.2	14	-5	5	-1	0.9	102	9	-6
C=CCn1c(C(C)(C)C)nc2ccccc21	1	1.2	16	7	-7	-5	0.8	94	6	-5
C=CCc1c(C)nn(CC(=O)O)c1-c1ccccc1	1.1	0.97	11	20	-20	-6	0.9	96	7	-8
CCCCN1C(=O)Cc2c1nc(N)c1c(N)nc(N(CCC)CCC)c(C#N)c21	1.1	0.8	32	17	-17	3	0.7	93	5	-8
CCc1ccccc1NC(=O)CSc1nnc(Cn2nnc3ccccc32)n1C	1.1	1.1	3	2	-2	0	1	99	7	-9
Cc1ccccc1NC(=S)N(Cc1ccccn1)Cc1ccccc1Cl	1.1	1.4	7	1	-1	1	0.9	93	2	-5
COc1ccc2c(Cl)c(C(=O)NCc3ccco3)sc2c1	0.9	2.6	17	63	-63	6	0.8	114	4	11
CCOc1cccc(C(=O)Nc2cc(-c3nn4c(C)nnc4s3)ccc2C)c1	1.1	1	22	5	-5	-5	0.8	91	-54	-10
CC(=O)c1sc(NC(=O)c2c(F)cccc2F)nc1C	1	1.2	12	7	-8	1	0.9	105	-1	-2
CCc1nnc(NC(=O)C2Cc3ccccc3CN2S(=O)(=O)c2c(C)c(C)cc(C)c2C)s1 (centres undefined)	1.1	1.2	24	10	-10	-9	0.8	100	-1	-7
Cc1ccc2[nH]c(=O)c(CN(CCCN(C)C)C(=O)Nc3cccc(Cl)c3)cc2c1	1	0.56	2	x	x	6	1	102	9	-3
COc1cccc(OC)c1C(=O)Nc1nc2ccc(S(C)(=O)=O)cc2s1	1	0.79	2	1	-1	-3	1	100	3	-2
Cn1c(C(=O)Nc2ccc3c(c2)OCCO3)cc2c(=O)n(C)c3ccccc3c21	1	0.39	54*	11	-11	5	0.5	88	-6	-3
O=C(CSc1nnc2ccccn12)c1ccc(OC(F)F)cc1OC(F)F	1.1	1.2	25	7	-7	0	0.8	97	3	-7
CN(NS(C)(=O)=O)c1c(C#N)c(C(F)(F)F)nn1C	1.1	0.93	5	8	-8	-2	0.9	96	4	-5
C/C=N/NC(=O)c1cc(Br)ccc1O	1	1.3	4	12	-12	0	1	91	-12	-4
O=C(OCC(=O)N1N=C(c2ccc(Cl)cc2)CC1c1ccco1)c1ccccc1O (centres undefined)	1	0.71	2	-2	2	-5	1	103	8	-3
COc1cccc(-c2nnc(SCCOc3ccc4c(C)cc(=O)oc4c3)o2)c1	1.1	0.85	6	3	-3	1	0.9	96	6	-7
Cc1cccc(C(=O)OCC(=O)NCc2cccs2)c1	1	1.3	14	0	0	8	0.9	106	-1	-3
O=C1C=C(NCC2CCCO2)CC(c2ccccc2)C1 (centres undefined)	1.1	1.1	13	-5	5	11	0.9	104	6	-5

Next section
SMILES	FLuc stim CS	NF-kB neuron act	Diaphorase inh	APP 5'UTR act	APP transl inh	TLR4 MyD88 comp	Diaph act CS	STAT1 activator	G6PDH counter	FLuc inhib CS
O=C(NCc1ccccn1)C1CCC(=O)N1C1CCCCC1 (centres undefined)	1.1	1.1	6	11	-11	-7	0.9	102	-4	-6
Cc1cc(/C=N/NC(=O)CC#N)c(C)n1-c1ccc([N+](=O)[O-])cc1	1.1	1.2	11	-4	4	-4	0.9	105	7	-9
Cc1c(C(=O)NCCSCc2c(Cl)cccc2Cl)cccc1[N+](=O)[O-]	1	1.2	14	-2	2	7	0.9	106	-1	0
COc1ccc(C(CC(=O)Nc2nccs2)n2cccc2)cc1 (centres undefined)	0.7	4.5*	15	194*	-194	5	0.8	156*	2	26
O=C(O)C1CC=C(Cl)CC1C(=O)NCc1ccccc1 (centres undefined)	1.1	1.2	-2	1	-1	-12	1	98	5	-6
CCO[C@H]1OC(C(=O)NCc2ccccc2)=C[C@@H](c2ccccc2)[C@@H]1CCCO	1	1	16	7	-7	-5	0.8	102	10	-3
CCOC(=O)c1c(NC(=O)CSc2nc(C)cc(C)c2C#N)sc(C(C)=O)c1C	1.1	1.5	-3	-5	5	4	1	91	6	-7
Cn1ncc(N=Cc2ccccc2)c1C(N)=O	1.1	1.1	16	2	-2	7	0.8	105	11	-11
O=c1[nH]cnc2[nH]ncc12	1	1.1	9	7	-7	0	0.9	95	17	-4
Cc1cccc(Cc2nnc(CCC(=O)NCc3cnc4ccccn34)o2)c1	1	1.2	-7	1	-1	3	1.1	95	8	-1
CCCCc1ccc(N=N/C(C(=O)Nc2cc(OC)c(NC(C)=O)cc2OC)=C(/C)O)cc1	1	1	11	14	-14	17	0.9	100	-15	-4

Bioassay records: PubChem, several laboratories
